IMPase Li cell: IMPase inhibition in cells with lithium potentiation; 0.35% of 210,000 active; Potency, µM (series often up to 59.4 µM), for inactives: at the highest dose activity, negative = IMPase inhibition, hits mostly inhibitors; CHO-M1 cells, IP1 TR-FRET (IP-One), carbachol + lithium;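 further: IP1 builds up when IMPase is blocked and the TR-FRET signal falls; potency means the concentration at half of the fitted maximal effect; plate controls were basal vehicle for no effect and high inhibitor control for full effect; nearly all actives have a fitted effect of over 50% in size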
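IP1 accumulation measured by competitive TR-FRET in lysed CHO-M1 cells after 30 min compound exposure at 37C, with a small lithium addition to potentiate weak responses. Hill-equation AC50 from ratio and donor-channel data.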
L3MBTL1 inh: blocks human L3MBTL1; Q9Y468; 0.66% of 230,000 active; Potency, µM (series often up to 57.1 µM), inactives show at the top dose activity, negative = inhibition, actives largely listed as inhibitors; AlphaScreen L3MBTL1–H3K9me1 peptide binding; AID 485360; further: potency means the concentration at half of the fitted maximal effect; on the % scale 0 is the no-effect control and ±100 the full control effect; nearly all actives have a fitted effect of over 60% in size
Target sequence (Q9Y468 whole entry, looked up): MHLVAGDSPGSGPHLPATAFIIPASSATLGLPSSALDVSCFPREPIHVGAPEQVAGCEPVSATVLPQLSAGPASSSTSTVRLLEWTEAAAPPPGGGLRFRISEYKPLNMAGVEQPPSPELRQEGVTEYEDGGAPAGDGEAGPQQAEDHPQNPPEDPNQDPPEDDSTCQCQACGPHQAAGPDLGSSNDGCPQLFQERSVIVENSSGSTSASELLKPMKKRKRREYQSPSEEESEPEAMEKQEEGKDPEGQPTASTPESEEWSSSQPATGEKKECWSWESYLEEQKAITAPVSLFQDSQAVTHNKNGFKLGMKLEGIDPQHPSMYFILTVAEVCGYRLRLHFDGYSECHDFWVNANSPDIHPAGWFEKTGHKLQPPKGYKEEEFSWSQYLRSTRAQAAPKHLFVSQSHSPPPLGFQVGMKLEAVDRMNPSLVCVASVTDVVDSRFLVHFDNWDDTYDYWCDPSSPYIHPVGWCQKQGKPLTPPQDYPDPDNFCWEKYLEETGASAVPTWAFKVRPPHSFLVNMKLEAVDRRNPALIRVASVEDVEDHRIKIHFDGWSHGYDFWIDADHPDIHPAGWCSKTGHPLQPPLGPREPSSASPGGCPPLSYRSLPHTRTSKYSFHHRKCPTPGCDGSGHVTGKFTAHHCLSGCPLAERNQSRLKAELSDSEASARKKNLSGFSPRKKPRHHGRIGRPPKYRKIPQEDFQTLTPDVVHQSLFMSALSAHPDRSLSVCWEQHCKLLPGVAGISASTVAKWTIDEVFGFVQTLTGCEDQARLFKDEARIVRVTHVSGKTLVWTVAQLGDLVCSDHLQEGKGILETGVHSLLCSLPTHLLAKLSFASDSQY
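First, the protein-peptide complex forms for 30 min at room temperature (L3MBTL1 50 nM, biotinylated H3K9me1 peptide 75 nM). Next, compounds are pin-transferred and incubated 30 min. Finally, AlphaScreen beads are added and read after 30 min.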
CBFb RUNX1 block: CBF-beta/RUNX1 interaction disruption; Q01196+Q13951; AlphaScreen CBFb-His/RUNX1-biotin binding, biochemical; Potency, µM (highest dose often 59.8 µM), for the others: at the highest dose activity, negative = inhibition, usual class: inhibitors; 230,000 tested, under 10 active; AID 1477; further: % of control where 0% means no effect
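CBFb-His/RUNX1-biotin, 30 nM each, preincubated 20 min RT; compound 15 min RT; Ni + streptavidin beads 50 ng each, 90 min RT; AlphaScreen read.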
NPSR antag: blocks cAMP signaling of the human neuropeptide S receptor. CHO-NPSR cells, cAMP TR-FRET, antagonist mode. Potency, µM (series often up to 38.3 µM), for inactives: at the top dose activity change, negative = inhibition, actives largely listed as inhibitors. 1% of 220,000 active; further: potency means the concentration at half of the fitted maximal effect; on the % scale 0 is the no-effect control and ±100 the full control effect; nearly all actives have a fitted effect of over 50% in size; many of its hits are not listed in these tables
Epigenetic reg: derepresses silenced GFP reporter in murine cells | murine LDR cells, GFP reporter derepression, 30 h | Potency, µM (highest dose often 53.9 µM), for the others: top-dose GFP activation, most hits filed as activators | 0.2% of 280,000 active | AID 1865; further: potency means the concentration at half of the fitted maximal effect; % of control where 0% means no effect; nearly all actives have a fitted effect of over 60% in size
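GFP-positive cell count by laser-scanning cytometry (objects 20–120 um) after 30 h, 37 C compound exposure of murine LDR cells; reporter is CMV-GFP integrated at a silenced locus, inducible by HDAC or DNMT inhibitors.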
Luc counter: Kinase-Glo luciferase inhibition (counter-screen). Kinase-Glo luciferase, ATP luminescence, 8 min. Q27757. 0.28% of 200,000 active. Potency, µM (highest dose often 38.3 µM), for the others: at the highest dose activity change, negative = inhibition, usual class: inhibitors; further: potency means the concentration at half of the fitted maximal effect; on the % scale 0 is the no-effect control and ±100 the full control effect; nearly all actives have a fitted effect of over 60% in size
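Light output from Kinase-Glo luciferase with luciferin and 10 uM ATP in 50 mM imidazole pH 7.2, KCl, MgCl2, Tween 20, BSA; compound pin-delivered, 8-min ambient incubation, then luminescence read.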
HttQ103 aggreg: mutant huntingtin aggregation inhibition; PC12 HttQ103-GFP aggregates, Acumen cytometry, 40 h; Potency, µM (top dose mostly 46.1 µM), for inactives: at the top dose activity change, negative = inhibition, actives largely listed as inhibitors; 1.1% of 220,000 active; AID 1688; further: potency means the concentration at half of the fitted maximal effect; on the % scale 0 is the no-effect control and ±100 the full control effect; nearly all actives have a fitted effect of over 60% in size
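Quantitative HTS on tebufenozide-induced (100 nM) PC12 cells stably expressing polyQ103 Huntingtin exon 1–GFP. Reduction of bright GFP aggregates, detected by laser scanning cytometry after lysis, identified actives across the titration.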
* = called active by the depositor; u = inconclusive; x = not tested or not shown; & = joins results of further samples; [ ] = another dose, or the depositor's remark. The call rests on the fitted dose curve; in most records, active means well fitted curve in the direction sought with a large enough effect; inconclusive means small, poorly fitted or top-dose-only effect, or another doubt; inactive means no such curve, though single readings can be large; an effect the other way counts as inactive or inconclusive.

SMILES	IMPase Li cell	L3MBTL1 inh	CBFb RUNX1 block	NPSR antag	Epigenetic reg	Luc counter	HttQ103 aggreg
C[C@H]1C[C@H]2[C@@H]3CCC4=CC(=O)C=C[C@]4(C)[C@@]3(Cl)[C@@H](O)C[C@]2(C)[C@@]1(O)C(=O)CO	-5%	-9%	-2%	-20%	-2.4%	1%	28%&-1%
Cc1nnc(SC(C)C(=O)Nc2ccc(S(=O)(=O)N3CCCCC3)cc2)s1 (configuration not stated)	-9%[38.3 µM]	4%	8%	-19%[46.1 µM]	3.2%	4%	-11%
O=C(Nc1nc2ccccc2n1CCN1CCCCC1)c1ccc(Cl)cc1	37%[38.3 µM]	x	2%	-1%[46.1 µM]	-0.8%	-3%	-1%
Cn1c(N)c(C(=O)COC(=O)CCc2ccccc2)c(=O)n(C)c1=O	2%	-6%	0%	9%	-4.5%	0%	12%
COC(=O)c1ccc(NC(=O)CN2CCN(c3ccccc3)CC2)cc1	x	-2%	6%	-21%[46.1 µM]	1.1%	x	u
CCN(c1ccccc1)S(=O)(=O)c1ccc(N)c(OC)c1	24%[38.3 µM]	x	-5%	-3%[46.1 µM]	0.6%	-2%	2%
O=C1CC(Sc2ccc(Cl)cc2)C(=O)N1c1ccc2c(c1)OCCO2 (configuration not stated)	x	-9%	5%	15%	-1.0%	x	11%[9.22 µM]
CCCCCNC(=O)c1c[nH]c2ccc(S(=O)(=O)N3CCC4(CC3)OCCO4)cc2c1=O	-1%	-4%	6%	-7%	1.0%	2%	6%
CCOc1cc(C(=O)CCC(=O)OCC(=O)Nc2ccc(C)c(S(=O)(=O)N(C)C)c2)ccc1O	7%	-26%	-10%	14%	u	0%	12%
CSc1nc(C)c(CCOCc2ccc(F)cc2)c(=O)[nH]1	-4%	u	-4%	8%	2.9%	2%	0%
CN1CCN(C(=O)c2cnn3c(C(F)(F)F)cc(-c4cccs4)nc23)CC1	-6%	5%	4%	-1%	4.5%	-1%	9%
O=c1c2ccccc2nc2ccc(NCc3ccco3)nn12	-16%[38.3 µM]	-11%	u	-19%[46.1 µM]	u	-22%	u
O=[N+]([O-])c1cccc(-c2nc(Oc3ccc(Cl)cc3)c3ccccc3n2)c1	0%	-7%	-3%	-9%	0.0%	-10%	-4%
CN(C)CCNC(=O)C1CC(=O)N(c2ccc(F)c(Cl)c2)C1 (configuration not stated)	-11%[38.3 µM]	x	0%	4%[46.1 µM]	4.4%	4%	4%[9.22 µM]
Cc1ccc(S(=O)(=O)N(Cc2n[nH]c(=S)n2-c2ccccc2)c2ccccc2)cc1	x	x	2%	-22%	0.5%	x	-10%[9.22 µM]
COc1ccc(C2C(C(=O)c3ccco3)=C(O)C(=O)N2c2nnc(C)s2)cc1 (configuration not stated)	11µM*	-4%	1%	u	-6.4%	1%	1%[9.22 µM]
CN1CCN(S(=O)(=O)c2ccc(NC(=S)NC(=O)c3ccccc3)cc2)CC1	20%[38.3 µM]	x	0%	-3%[46.1 µM]	-1.0%	19%	-19%
COc1ccc(-n2c(SCC(N)=O)nnc2-c2cccnc2)cc1	-5%	-4%	4%	-2%[46.1 µM]	3.0%	-1%	16%
CCN(CC)CC(=O)Nc1cccc(S(=O)(=O)N2CCCC2)c1	x	x	3%	8%	0.7%	x	-18%[9.22 µM]
CCOc1c(N2CCCCC2)c(=O)c1=O	-8%[38.3 µM]	2%	1%	1%[46.1 µM]	0.0%	12%	29%
CC1=C(\C=C/C(C)=C/C=C\C(C)=C\C(=O)O)C(C)(C)CCC1	22%&10%&7%&18%&5%&2%	x	16%	x	2.1%	-1%	x
O=C(Nn1c(-c2ccccc2)nc2ccccc2c1=O)C1CCC1	14%[38.3 µM]	x	14%	21%[46.1 µM]	-1.0%	5%	-12%
Cc1cc(N2CCCCC2)nc(N)n1	4%	2%	-2%	7%	-2.3%	-2%	8%
CC(=O)N1CCCc2cc(S(=O)(=O)N3CCc4ccccc4C3)ccc21	8%	-4%	18%	-13%[46.1 µM]	0.9%	-3%	-22%
O=C(c1ccc2c(c1)OCO2)N1CCC2(CC1)Oc1ccc(Cl)cc1C(=O)C21CC(c2ccc(Cl)cc2)=NO1 (configuration not stated)	x	x	7%	6%	2.2%	x	-24%[9.22 µM]
CCOc1cc(/C=N/NC(=O)c2ccc(CSc3nncn3C)cc2)ccc1OCC(=O)N1CCOCC1	-2%	x	u	-3%	-1.0%	-2%	-2%
Cc1ccc(/C=C2\CCC(C3CCCC3)C2=O)cc1 (configuration not stated)	8%	12%	19%	-8%	-3.2%	-7%	-19%
[O-]/C(=C(\C(=S)NCc1ccco1)[n+]1ccccc1)c1ccccc1Br	1%[38.3 µM]	-2%	-7%	-11%[46.1 µM]	-1.1%	-2%	-6%
CC(=O)Nc1ccc(NC(=O)COC(=O)c2ccccn2)cc1	-1%	1%[11.4 µM]	-1%	9%	-0.1%	0%	7%
CCc1ccc(NC(=O)CNC(=O)c2cn(-c3ccccc3OC)c(=O)c3ccccc23)cc1	-11%[38.3 µM]	x	1%	-28%[46.1 µM]	0.0%	1%	15%[9.22 µM]
Cc1ccc(NC(=S)NNC(=O)c2ccccc2OC(F)F)cc1	3%[38.3 µM]	9%	-1%	-7%[46.1 µM]	-1.1%	0%	u
CCOc1ccc(-c2nnn(CCC(=O)O)n2)cc1OC	27%[38.3 µM]	9%	10%	8%[46.1 µM]	-6.3%	2%	7%
COCCNC(=O)/C(C#N)=C/c1ccc(OCc2ccc(F)cc2)cc1	-1%	x	3%	0%	-1.1%	4%	-8%
CCCCCCCCCCCC(=O)NC(C(=O)O)C(O)c1ccccc1 (configuration not stated)	-16%	-8%	5%	-3%	-4.5%	-2%	2%[9.22 µM]
Cn1cnnc1SCc1ccc(C(=O)N=Nc2c(O)n(Cc3ccc(Cl)cc3)c3ccccc23)cc1	18%	-25%	u	-32%	2.1%	3%	-1%
O=c1[nH]cc(NCCc2ccccc2)c(=O)[nH]1	2%	-43%	-3%	0%	0.0%	-7%	-1%
Cc1cccc(NC(=O)COC(=O)c2ccc3c(=O)n4c(nc3c2)CCC4)c1	8%	1%	6%	9%	2.4%	2%	1%
CCN(CC)CCNC(=O)c1ccc2c(=O)n(CCc3ccccc3)c(=O)[nH]c2c1	5%[38.3 µM]	2%	0%	-10%[46.1 µM]	0.0%	-3%	u
CC(=O)c1cnc(Nc2cccc(Cl)c2Cl)s1	-4%	2%	-6%	-5%	-1.9%[10.1 µM]	-5%	0%[9.22 µM]
O=C(CCSc1nnc2scc(-c3ccccc3)n12)Nc1nc(-c2ccccc2)ns1	-11%[38.3 µM]	10%	4%	u	-1.1%	9%	13%
COc1cc(C(=O)Nc2ccc3c(c2)N(C(=O)CCN(C)C)c2ccccc2CC3)cc(OC)c1OC	26%	-8%	0%	-25%	1.1%	2%	30%[9.22 µM]
C=CCNC(=O)c1onc(CSc2ccccc2)c1C(=O)O	-15%[38.3 µM]	5%	5%	1%[46.1 µM]	-0.9%	4%	2%
Cc1nnc(SCC2=C(C(=O)O)N3C(=O)C(NC(=O)Cn4nc(C)c(Cl)c4C)C3SC2)s1 (configuration not stated)	-20%	x	2%	22%	3.0%	x	33%
O=C(CCc1ccccc1)NCCSc1ccccc1	6%	8%	12%	-10%	4.3%	1%	-1%
C/C(=N\Nc1nc(N)cc(Cl)n1)c1cccc([N+](=O)[O-])c1	-1%[38.3 µM]	8%	3%	-7%[46.1 µM]	-1.2%	-3%	16%
NNC(=O)Cn1c2ccccc2c2ccccc21	x	5%	0%	-24%	1.9%	x	-6%[9.22 µM]
Cc1ccc(C)c(NC(=O)CN(C)C(=O)[C@@H](NC(N)=O)C(C)C)c1	-2%	x	26%	-2%	-2.4%	-2%	0%
Cc1ccc(NC(=O)CC(=O)NCCN2CCOCC2)cc1	-7%	-2%	6%	7%[46.1 µM]	0.0%	3%	-1%
CN(c1ccccc1)S(=O)(=O)c1cccc(NS(=O)(=O)c2ccc(/C=C/C(=O)O)cc2)c1	-1%	-6%	6%	5%	-1.4%	3%	11%
Cc1cccc(NC(=O)CSc2nc3[nH]ncc3c(=O)[nH]2)c1C	0%	11%	-5%	17%	1.1%	-1%	15%
CC(=O)N1c2c(cc(Br)cc2S(=O)(=O)N2CCOCC2)CC1C (configuration not stated)	8%	-3%	10%	2%[46.1 µM]	0.0%	-1%	-3%
S=c1[nH]nc(-c2ccco2)n1/N=C/c1c(Cl)cccc1Cl	x	x	5%	12%	0.0%	x	5%[9.22 µM]
CCOC(=O)N1CCN(C(=O)C2CCN(S(=O)(=O)c3ccc(Cl)cc3)CC2)CC1	24%[38.3 µM]	x	1%	-9%[46.1 µM]	2.1%	0%	-21%
Cc1cc(O)c(NC(=O)c2cccc([N+](=O)[O-])c2)cc1C	x	x	4%	5%	-1.5%	x	19%[9.22 µM]
N#CC1(C#N)C(C(N)=O)C1c1ccccc1 (configuration not stated)	-8%	-2%	-2%	19%	-1.0%	-1%	9%
CCC1Oc2ccc(C)cc2N(CC(=O)NCc2cccc(OC)c2)C1=O (configuration not stated)	1%[38.3 µM]	42%[activator]	0%	-17%[46.1 µM]	3.8%	-3%	0%
Cc1ccc(C(=O)NC(Cc2c[nH]c3ccccc23)C(=O)O)o1 (configuration not stated)	25%[38.3 µM]	-8%	4%	8%[46.1 µM]	0.0%	-1%	9%
CN1C(=O)Cc2cc(S(=O)(=O)NCc3cccs3)ccc21	0%	-1%	1%	-8%	0.0%	1%	4%[9.22 µM]

Compound profiles, as listed above. Screens in order: IMPase Li cell	L3MBTL1 inh	CBFb RUNX1 block	NPSR antag	Epigenetic reg	Luc counter	HttQ103 aggreg
Cn1c(N)c(C(=O)COC(=O)CCc2ccccc2)c(=O)n(C)c1=O across the screens: 2%	-6%	0%	9%	-4.5%	0%	12%
COCCNC(=O)/C(C#N)=C/c1ccc(OCc2ccc(F)cc2)cc1 across the screens: -1%	x	3%	0%	-1.1%	4%	-8%
O=c1c2ccccc2nc2ccc(NCc3ccco3)nn12 across the screens: -16%[38.3 µM]	-11%	u	-19%[46.1 µM]	u	-22%	u
C/C(=N\Nc1nc(N)cc(Cl)n1)c1cccc([N+](=O)[O-])c1 across the screens: -1%[38.3 µM]	8%	3%	-7%[46.1 µM]	-1.2%	-3%	16%
CCN(CC)CC(=O)Nc1cccc(S(=O)(=O)N2CCCC2)c1 across the screens: x	x	3%	8%	0.7%	x	-18%[9.22 µM]

Screening results as filed in PubChem.

Only part of the results is shown; count on the stated rates, not on these rows.
